# From PubChem BioAssay
# TRHR agonist – qHTS for Small Molecule Agonists and Allosteric Enhancers of Human TRH Receptor: Primary Screen for Agonists | TRHR cells, calcium flux fluo-8, FDSS agonist mode | activation, % at 2 µM | 360,000 compounds, 0.18% hits | AID 493084, 2011; in the data active means activation above about 30%; further: 0% is about no effect
# Target sequence (P34981 whole entry, looked up): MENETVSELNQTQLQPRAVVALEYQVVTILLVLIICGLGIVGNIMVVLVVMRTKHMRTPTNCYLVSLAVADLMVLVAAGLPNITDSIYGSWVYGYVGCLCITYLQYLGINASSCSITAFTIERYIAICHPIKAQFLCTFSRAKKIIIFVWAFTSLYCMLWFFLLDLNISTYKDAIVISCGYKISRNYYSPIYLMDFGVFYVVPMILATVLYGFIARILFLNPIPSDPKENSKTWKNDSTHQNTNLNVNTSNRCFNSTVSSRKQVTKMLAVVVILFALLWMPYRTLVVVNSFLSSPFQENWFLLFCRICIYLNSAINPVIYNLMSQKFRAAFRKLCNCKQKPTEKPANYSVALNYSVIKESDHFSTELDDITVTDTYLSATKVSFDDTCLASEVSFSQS
#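 In this calcium-flux screen, cells bearing human TRHR are dye-loaded with fluo-8, baselined for 10 cycles, then exposed to library compounds; positive kinetic calcium responses during the agonist phase mark hits, with TRH as control.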
# D1 potentiator – Potentiators of Human D1 Dopamine Receptor: qHTS | HEK293 TREx D1 cells, calcium flux, dopamine EC20 potentiation | potentiation, % at 10 µM | 360,000 compounds, 0.036% hits; in the data active means potentiation above about 30%; further: 0% is about no effect
# Target sequence (P21728 whole entry, looked up): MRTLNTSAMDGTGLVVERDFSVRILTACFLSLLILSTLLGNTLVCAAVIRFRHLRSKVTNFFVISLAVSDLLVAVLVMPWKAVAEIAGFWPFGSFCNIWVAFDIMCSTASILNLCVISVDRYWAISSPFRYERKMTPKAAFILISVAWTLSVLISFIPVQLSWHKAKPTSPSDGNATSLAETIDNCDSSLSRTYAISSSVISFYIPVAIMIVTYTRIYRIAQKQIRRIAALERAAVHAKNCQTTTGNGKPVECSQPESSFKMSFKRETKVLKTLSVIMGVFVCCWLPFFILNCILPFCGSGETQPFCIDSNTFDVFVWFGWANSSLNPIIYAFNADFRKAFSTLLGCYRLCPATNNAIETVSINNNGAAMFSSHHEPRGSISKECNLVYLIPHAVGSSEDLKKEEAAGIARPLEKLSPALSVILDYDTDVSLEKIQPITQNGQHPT
# Apoferritin bind – qHTS Assay for Identification of Novel General Anesthetics. apoferritin/1-aminoanthracene competitive binding, fluorescence. Potency, µM (doses to about 77.5 µM), for the others: at the highest dose activity change, negative = displacement, most hits filed as inhibitors. 350,000 compounds, 0.074% hits. AID 485281, 2010; further: potency means the concentration at half of the fitted maximal effect; on the % scale 0 is the no-effect control and ±100 the full control effect; nearly all actives have a fitted effect of over 20% in size
# Target sequence (P02791 2-175 limits assumed): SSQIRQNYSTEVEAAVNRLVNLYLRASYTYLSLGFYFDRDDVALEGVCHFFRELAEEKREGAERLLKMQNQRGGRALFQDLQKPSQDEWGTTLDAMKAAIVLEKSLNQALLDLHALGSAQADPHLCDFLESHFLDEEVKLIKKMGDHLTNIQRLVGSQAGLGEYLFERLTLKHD
#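 Read-out: endpoint 1-AMA fluorescence, excitation 380 nm and emission 535 nm, after compounds sit 10 min at room temperature with 10 uM horse-spleen apoferritin in 50% saturated 1-AMA/PBS. Values come from four-parameter Hill fits.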
# TRHR enhancer – qHTS for Small Molecule Agonists and Allosteric Enhancers of Human TRH Receptor: Primary Screen for Enhancers; 360,000 compounds, 0.66% hits; Thyrotropin-releasing hormone receptor (Homo sapiens), P34981; TRHR cells, fluo-8 calcium fluorescence, EC20 TRH enhancement; AID 493056, 2011; enhancement, % at 2 µM; in the data active means enhancement above about 30%; further: 0% is about no effect
#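 TRHR-expressing cells loaded with fluo-8 calcium dye were read kinetically (ex 480/em 530) during compound addition, then stimulated with an EC20 of TRH (10 nM final). Enhancement of the Gq-mediated intracellular calcium response was scored.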
# D1 antag – Antagonist of Human D 1 Dopamine Receptor: qHTS; D(1A) dopamine receptor (Homo sapiens), P21728; HEK293 TREx D1 cells, calcium flux, dopamine EC80; active compounds read low; activity change, negative = inhibition, % at 10 µM; 360,000 compounds, 3.2% hits; in the data active means activity change below about -30%; further: on the % scale 0 is the no-effect control and ±100 the full control effect
#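 Kinetic fluorescence of a calcium dye serves as the read-out. D1-expressing Hek293 Trex cells, induced overnight at 30 C, are exposed to compound for 180 s before an EC80 dopamine addition, then read 180 s further.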
# RXFP1 antagonist – qHTS Assay for Antagonists of the Relaxin Receptor RXFP1. Relaxin receptor 1 (Homo sapiens), Q9HBX9. HEK293-RXFP1, relaxin-stimulated cAMP HTRF, 30 min; active compounds read low. activity change, negative = inhibition, % at 57.5 µM. 350,000 compounds, 0.59% hits;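 active means activity change of -60% or lower, but not beyond a set lower limit; inconclusive means change between -60% and -40%, or beyond the set limit; inactive means change above -40%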; further: on the % scale 0 is the no-effect control and ±100 the full control effect
# D1 ag – Allosteric Agonists of the Human D1 Dopamine Receptor: qHTS | D(1A) dopamine receptor (Homo sapiens), P21728 | HEK293 T-REx D1 cells, calcium flux, agonist mode | 360,000 compounds, 1% hits | activation, % at 2 µM; in the data active means activation above about 30%; further: 0% is about no effect
#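 Agonism was scored from calcium flux recorded over 180 s (1 read/s) after pintool compound addition, following a 10-cycle baseline. Cells were inducible force-coupled HEK293 TREx D1, plated overnight at 30 C and loaded with no-wash calcium dye.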
# RXFP1 ag – qHTS Assay for Agonists of the Relaxin Receptor RXFP1 | AID 2676, 2010 | Potency, µM (top dose mostly 57.5 µM), for inactives: at the top dose activation, usual class: activators | 370,000 compounds, 0.3% hits | HEK293T-RXFP1 cAMP TR-FRET, 30 min; response scale: percent of porcine relaxin response, buffer zero; further: potency means the concentration at half of the fitted maximal effect; on the % scale 0 is the no-effect control and ±100 the full control effect; nearly all actives have a fitted effect of over 60% in size; many of its hits are not listed in these tables
#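 HEK293 cells stably expressing RXFP1, treated 30 min at 37C with compounds plus PDE4 inhibitor Ro 20174; cAMP measured by HTRF TR-FRET. Normalized to buffer and 29 nM porcine relaxin; EC50 by Hill fit.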
# D2 potentiator – HTS Assay for Positive Allosteric Modulators of the Human D2 Dopamine Receptor: Primary Screen for Potentiators | potentiation, % at 10 µM | 340,000 compounds, 0.34% hits | HEK293 T-REx D2, calcium flux, EC20 dopamine potentiation | AID 485347, 2010;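 active means potentiation over 3 SD above the plate norm, cut at about 30% in these data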; further: 0% is about no effect
#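 Calcium flux readout, no-wash dye, 1 read/s. Inducible HEK293 Trex D2 line, overnight 30 C. Compound alone 180 s (agonist flags), then EC20 dopamine, another 180 s to score potentiation.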
# An asterisk follows results filed as active; ? = inconclusive; . = not tested or not shown; [ ] = remark or other dose. Unless noted, the call rests on the fitted dose curve; in most records, active means well fitted curve in the direction sought with a large enough effect; inconclusive means small, poorly fitted or top-dose-only effect, or another doubt; inactive means no such curve, though single readings can be large; an effect the other way counts as inactive or inconclusive. The list is partial, so the mix of outcomes need not match the whole.
SMILES,TRHR agonist,D1 potentiator,Apoferritin bind,TRHR enhancer,D1 antag,RXFP1 antagonist,D1 ag,RXFP1 ag,D2 potentiator
Cc1ccc2c(c1)[C@@H]1CN(C)CC[C@@H]1N2C(=O)Nc1cccc(C(F)(F)F)c1,2.5,-27,-22%,3,-52*,-13,20,-4.9%,10
O=[N+]([O-])c1c2ccccc2cc2ccccc12,-0.7,0,.,-2,.,-27,-1,-1.5%,-13
Cc1ccc(-n2c(O)c(/C=N/N3CCOCC3)c(=O)[nH]c2=S)cc1,-1.3,-1,-15%,-14,-2,14,8,1.5%,-3
COc1ccc(CCNCc2ccc3c(c2)n(C)c(=O)n3C)cc1,0.9,0,7%,-3,-21,1,12,-2.7%,-10
Cc1ccc(S(=O)(=O)N2CC2(C)CCl)cc1 (stereo unspecified),0.4,-1,-11%,5,4,2,1,0.7%,-4
CCCCC(=O)N/N=C/c1c(O)n(CC)c(=S)[nH]c1=O,1.0,2,7%,1,6,1,1,-0.2%,13
CCOc1cc(/C=C2\C(=O)NC(=O)N(C)C2=O)cc([N+](=O)[O-])c1O,0.5,1,-6%,4,10,-16,1,0.0%,-1
O=C(c1ccc(C(F)(F)F)cc1)C1CCCN(C2CCSCC2)C1 (stereo unspecified),-0.6,1,-15%,-7,-15,-8,2,0.3%,-24
COC(=O)C1=C(c2c(C)noc2C)C[C@@H]2CC[C@H]1N2C(=O)N1CCCCC1,-0.2,0,.,-5,-2,.,2,0.4%,-17
COc1cc(N)c(Cl)cc1C(=O)NC1CN2CCC1CC2 (stereo unspecified),0.1,-2,3%,2,2,11,-1,4.1%,-13
COc1ccc(C2c3c(nc(C)[nH]c3=O)Oc3c2c(=O)oc2ccccc32)cc1 (stereo unspecified),0.2,-11,5%,2,9,1,1,3.8%,-7
CN(Cc1ccccc1)C1CCCN(C(=O)COc2ccccc2Cl)C1 (stereo unspecified),2.9,-1,?,-6,-4,-4,1,1.2%,-11

# 4 entries picked at random from those above:
SMILES,TRHR agonist,D1 potentiator,Apoferritin bind,TRHR enhancer,D1 antag,RXFP1 antagonist,D1 ag,RXFP1 ag,D2 potentiator
CN(Cc1ccccc1)C1CCCN(C(=O)COc2ccccc2Cl)C1 (stereo unspecified),2.9,-1,?,-6,-4,-4,1,1.2%,-11
Cc1ccc2c(c1)[C@@H]1CN(C)CC[C@@H]1N2C(=O)Nc1cccc(C(F)(F)F)c1,2.5,-27,-22%,3,-52*,-13,20,-4.9%,10
COc1ccc(CCNCc2ccc3c(c2)n(C)c(=O)n3C)cc1,0.9,0,7%,-3,-21,1,12,-2.7%,-10
CCCCC(=O)N/N=C/c1c(O)n(CC)c(=S)[nH]c1=O,1.0,2,7%,1,6,1,1,-0.2%,13

# More records:
SMILES,TRHR agonist,D1 potentiator,Apoferritin bind,TRHR enhancer,D1 antag,RXFP1 antagonist,D1 ag,RXFP1 ag,D2 potentiator
Cn1c(C(=O)N2CCC3(CC2)OCCO3)cc2c(=O)n(C)c3ccccc3c21,0.4,-1,-5%,20,-17,21,0,6.5%,-4
CCCN1CC(C)C(OC(C)=O)(c2ccccc2)CC1C (stereo unspecified),0.4,6,8%,-2,9,-13,1,-2.2%,-15
O=C1N(c2nncs2)CCN1[N+](=O)[O-],1.6,2,5%,7,5,-6,8,1.2%,12
Cc1ccccc1-n1c(O)c(C=NCCN2CCOCC2)c(=O)[nH]c1=O,-0.2,6,-2%,2,-1,-28,3,0.4%,.
Cn1cc[n+](C)c1P(=S)(c1ccccc1)c1ccccc1,0.1,-9,-7%,9,-9,-6,2,2.4%,-3
Clc1cccc(Cl)c1Cl,0.0,-2,.,-1,.,.,2,1.4%,6
O=c1cccc2n1CC1CC2CN(S(=O)(=O)c2ccc(F)cc2)C1 (stereo unspecified),0.3,8,-3%,1,-3,-12,1,1.7%,10
COc1ccc(/C=C2/C(=O)NC(=O)N(C3CCCCC3)C2=O)cc1CSc1ccccn1,0.0,-19,-15%,2,-6,.,2,0.4%,17
CCOC(=O)c1c(C)n(Cc2ccccc2)c2ccc(OCC(O)CNC(C)(C)C)cc12 (stereo unspecified),1.1,10,-18%,2,4,?,6,3.8%,9
COc1cc(C(=O)Nc2ccc(Br)cc2C(=O)c2ccccc2Cl)cc(OC)c1OC,1.2,-7,0%,22,-3,-2,4,3.2%,.
COc1ccc(C(=O)CC2(CC(=O)c3ccc(OC)cc3)C(=O)N(C)C(=O)N(C)C2=O)cc1,1.3,3,1%,8,-11,4,-1,1.6%,3
COC(=O)C1=Nc2ccccc2/C1=C\c1c(O)n(-c2cc(OC)ccc2OC)c(=O)[nH]c1=O,0.3,-8,?,2,-16,4,6,1.0%,-5
Cn1c(=O)c2c(nc(N/N=C/c3c(O)n(C4CCCCC4)c(=S)[nH]c3=O)n2C)n(C)c1=O,1.1,-10,-9%,3,-7,-12,2,14%,9
CC(C)Oc1cccc(NC(=O)c2cccn(Cc3ccc4c(c3)OC(F)(F)O4)c2=O)c1,1.2,-5,-5%,-2,-14,-4,25,0.6%,.
COc1ccc2c3c([nH]c2c1)C(C)NCC3 (stereo unspecified),1.3,0,-11%,4,-4,.,-1,-1.4%,12
CCCCn1c(O)c(/C=N/NC(=O)c2ccncc2)c(=O)[nH]c1=O,-0.6,0,-8%,-2,-17,0,1,2.7%,-5
Cc1ccc2ccccc2c1NC(=O)CNC1CCCCC1,0.0,1,-9%,5,11,-6,1,-0.5%,-3
COc1cccc(N=Cc2c(O)n(Cc3ccco3)c(=O)[nH]c2=O)c1,-0.3,-2,-21%,-1,5,-2,5,-0.2%,-21
COC(=O)C1=C(c2ccc(-c3ccccc3)c(F)c2)C[C@@H]2CC[C@H]1N2C(=O)N1CCC(O)CC1,-0.6,-3,.,1,-16,.,2,-3.0%,-2
NC(=O)Nc1ccc(C(=O)OCC(=O)Nc2ccc(Cl)cc2C(=O)c2ccccc2)cc1,0.0,-2,?,18,9,.,1,1.4%,-10
O=C(O)c1ccc2c(c1)C1C(Cl)C(Sc3ccccc3[N+](=O)[O-])CC1C(c1cccc([N+](=O)[O-])c1)N2 (stereo unspecified),-0.2,-10,?,8,0,-89*,0,-0.6%,16
N#CC(Br)Br,0.4,-4,.,8,.,.,3,0.3%,-10
CN(C)[C@@H]1C(=O)C(C(N)=O)=C(O)[C@@]2(O)C(=O)C3=C(O)c4c(O)ccc(Cl)c4[C@@](C)(O)[C@H]3C[C@@H]12,0.3,1,-15%,-5,-8,.,4,6.1%,-8
COC(=O)C1=C(c2ccc3ccccc3c2)C[C@@H]2CC[C@H]1N2C(=O)N1CCC(O)CC1,0.3,-1,.,-5,10,.,-1,-2.2%,6
O=S1(=O)N(Cc2ccccc2)CCCN1Cc1cccc(Cl)c1,-0.7,-1,78%[activator],-4,0,-10,7,0.4%,-6
O=C(c1ccc2c(c1)OCO2)N1CCC2(CC1)OCCO2,-0.1,2,1%,-3,-21,-33,0,1.2%,27
N=C1/C(=C\c2ccc(OC(=O)c3ccccc3Cl)cc2)C(=O)N=C2SC(N3CCOCC3)=NN12,0.0,-7,?,2,-3,-11,1,1.3%,7
COc1ccc(NC(=O)c2cn(CCC#N)nc2-c2cccc([N+](=O)[O-])c2)cc1,-0.7,-1,-17%,2,0,-7,2,2.3%,-3
C=C1CC[C@@]2(O)[C@H]3Cc4ccc(O)c5c4[C@@]2(CCN3CC2CC2)[C@H]1O5,-0.3,1,-1%,-8,-15,8,1,-2.0%,1
CC(C)[C@H]1C(=O)O[C@@H]2CCN3CC=C(COC(=O)[C@](C)(O)[C@]1(C)O)[C@H]23,2.0,-4,-3%,7,-1,0,3,-0.1%,-5
O=C(/C=C/c1ccc(Br)cc1)NC(=S)N1C[C@H]2C[C@H](C1)c1cccc(=O)n1C2,-0.6,-5,-18%,0,-3,.,1,-0.5%,-4
N#CC(C#N)=Cc1ccc(N2CCCC2)cc1,5.6,-11,-11%,2,-27,-10,37*,-1.7%,2
O=C(COc1ccc(Br)cc1)N1CCN(Cc2ccc3c(c2)OCO3)CC1,0.7,0,-4%,4,-34*,3,5,-0.2%,-7
CC(Cc1ccccc1)NCc1ccccc1O (stereo unspecified),0.0,5,-7%,6,23,-7,2,1.2%,-6
CCNCCNc1ccc([N+](=O)[O-])c2cccnc12,-0.3,-6,2%,1,-5,3,2,-5.6%,-13
COc1ccc(NC2(C#N)CCCCC2)cc1,0.8,1,-11%,-1,-1,-1,4,1.1%,6
CC(=O)Nc1cc(C(=O)N2CCC3(CC2)OCCO3)ccc1Sc1ccc(C)cc1,0.4,-1,-11%,4,6,16,2,-0.2%,0
O=C(Nc1ccc(Br)cc1C(=O)O)c1ccc2c(c1)C(=O)N(Cc1ccccc1)C2=O,-1.0,-11,?,-2,0,-7,1,2.4%,-5
Cc1ccc2nsnc2c1NS(=O)(=O)c1c(C)ccc2nsnc12,-0.9,2,?,-6,0,20,0,0.3%,8
CC1(C)CN=C(Nc2ccc(F)c(Cl)c2)S1,5.2,5,-4%,-2,2,0,34*,-0.3%,0
CCCN1C2CCCC1CC(NC(C)=O)C2 (stereo unspecified),0.8,0,-5%,-1,3,-15,1,-0.2%,4
C[C@]12CC[C@H](O)C[C@H]1CC[C@@H]1[C@@H]2C[C@@H](O)[C@]2(C)[C@@H](C3=CC(=O)OC3)CC[C@]12O,0.1,-1,.,-2,-4,.,-1,-0.5%,.
O=C(COC(=O)Cc1ccccc1)Nc1cc(S(=O)(=O)N2CCOCC2)ccc1N1CCCC1,0.1,-3,0%,2,8,15,0,-0.8%,5
Cc1cccc(NC(=O)Cn2cc(C(=O)c3ccccc3)c3ccccc32)c1,-0.2,-3,-16%,6,-5,-5,-2,3.0%,-3
CCC(N)Cc1c[nH]c2ccccc12 (stereo unspecified),-0.7,-3,-7%,-11,-6,-4,3,-1.2%,-5
